S1P4 ag – S1P4 receptor agonists, primary screen, cell-based; AID 1509, 2009; S1P4-expressing cell line, agonist reporter assay; activation, % at 4.98 µM; 220,000 tested, 0.35% active; in the data active = activation above about 11%;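 also: 0% = DMSO vehicle and 100% = reference agonist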
Target sequence (O95977 whole entry, looked up): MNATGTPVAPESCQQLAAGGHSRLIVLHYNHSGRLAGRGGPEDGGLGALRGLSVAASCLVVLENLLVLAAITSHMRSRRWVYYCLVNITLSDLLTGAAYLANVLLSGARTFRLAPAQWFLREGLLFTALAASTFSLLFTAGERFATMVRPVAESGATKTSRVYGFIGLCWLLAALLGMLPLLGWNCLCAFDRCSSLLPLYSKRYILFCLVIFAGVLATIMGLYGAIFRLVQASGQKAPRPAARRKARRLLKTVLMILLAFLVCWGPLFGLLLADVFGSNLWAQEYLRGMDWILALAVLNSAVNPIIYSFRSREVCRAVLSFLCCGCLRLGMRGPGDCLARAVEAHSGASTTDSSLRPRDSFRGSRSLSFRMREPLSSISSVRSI
NPY-Y1 PAM-ag – NPY-Y1 receptor potentiators or agonists, primary screen, cell-based. Neuropeptide Y receptor type 1 (Homo sapiens), P25929. NPY-Y1 expressing cells, potentiator/agonist activation. activation, % at 3.6 µM. 220,000 tested, 0.37% active; in the data active = activation above about 33%, passing the limit was not always enough;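 also: cells stimulated with NPY at EC10 then isoproterenol at EC100; 0% = low agonist plus stimulus and 100% = saturating agonist plus stimulus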
NPY2 pot ag – NPY-Y2 potentiators or agonists, primary screen, cell-based; 220,000 tested, 0.45% active; Neuropeptide Y receptor type 2 (Homo sapiens), P49146; activation, % at 3.6 µM; AID 1359, 2008; cells expressing NPY-Y2, potentiator/agonist read-out; in the data active = activation above about 27%;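 also: cells stimulated with NPY near EC25 plus isoproterenol at EC100; 0% = vehicle plus submaximal agonist and 100% = vehicle plus saturating agonist; some results beyond the cut were filed as inactive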
Target sequence (P49146 whole entry, looked up): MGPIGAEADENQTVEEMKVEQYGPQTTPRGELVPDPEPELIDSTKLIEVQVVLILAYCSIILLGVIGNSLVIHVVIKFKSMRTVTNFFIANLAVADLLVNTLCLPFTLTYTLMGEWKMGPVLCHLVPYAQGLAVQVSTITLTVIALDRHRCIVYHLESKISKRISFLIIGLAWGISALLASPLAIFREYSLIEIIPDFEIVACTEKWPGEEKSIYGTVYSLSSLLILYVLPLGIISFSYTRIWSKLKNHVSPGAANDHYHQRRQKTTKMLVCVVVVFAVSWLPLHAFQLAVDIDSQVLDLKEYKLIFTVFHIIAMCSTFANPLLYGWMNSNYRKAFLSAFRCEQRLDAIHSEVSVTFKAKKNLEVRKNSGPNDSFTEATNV
CHOP inh – inhibitors of CHOP promoter induction, primary screen, cell-based, unfolded protein response, luciferase reporter; CHO-K1 CHOP-promoter luciferase, tunicamycin-induced, 15-18 h; inhibition, % at 10 µM; 220,000 tested, 3.8% active; AID 2732, 2010;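 active = compounds that reduced the stress-induced luciferase reporter signal by more than about 70% of percent inhibition, limit read from the data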;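 also: 0% = tunicamycin plus vehicle and 100% = wells without tunicamycin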
NCF1 inh – p47phox/p22phox peptide binding inhibitors, primary screen, biochemical, uHTS, NADPH oxidase regulatory subunit; inhibition, % at 24.7 µM; Neutrophil cytosol factor 1 (Homo sapiens), P14598; fluorescence polarization, 2 h; 220,000 tested, 0.53% active;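 active = inhibition above about 30%, limit read from the data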;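 also: 0% = p47phox with labelled peptide and 100% = labelled peptide alone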
BaF3 tox – parental Ba/F3 cell viability inhibition, counter-screen for JAK2V617F inhibitor project, murine pro-B, CellTiter-Glo luminescence. AID 1486, 2009. 220,000 tested, 1.1% active. CellTiter-Glo ATP luminescence. inhibition, % at 5.6 µM;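 active = inhibition above a per-campaign cutoff, the mean inhibition of all tested compounds plus 3 SD, cut at about 27% in these data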;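 also: 0% = DMSO wells and 100% = JAK Inhibitor I control wells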
Ba/F3 V617F tox – reduced viability of JAK2V617F-dependent Ba/F3 cells, primary screen, JAK2V617F inhibitor project, cell-based, Ba/F3 EpoR-JAK2V617F, luminescence. ATP luminescence. AID 1446, 2008. inhibition, % at 5.6 µM. 220,000 tested, 1.1% active;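 active = inhibition above the campaign mean plus 3 SD over all tested compounds, cut at about 24% in these data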;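 also: cytokine-independent growth of Ba/F3 cells driven by EpoR plus mutant JAK2; 0% = DMSO-treated cells and 100% = JAK inhibitor I control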
NPY-Y1 antag – NPY-Y1 receptor antagonists, primary screen, cell-based; inhibition, % at 3.6 µM; 200,000 tested, 1% active; HEK293-CNG Y1 cells, membrane potential fluorescence; NPY at EC95, then isoproterenol;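 active = inhibition above the campaign mean inhibition of all tested compounds plus 3 SD, cut at about 20% in these data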;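 also: 0% = DMSO wells given NPY plus isoproterenol and 100% = isoproterenol alone without NPY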
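Material: Y1- and CNG-channel-expressing HEK293 cells / Probe or stimulus: NPY 25 nM then isoproterenol 1 µM plus Ro 20-1724 25 µM / Doses: 3.6 µM single dose, DMSO 0.4% / Schedule: compound incubation 1 h at room temperature, readout 45 min post-stimulation / Signal: membrane potential fluorescence / Benchmarks: isoproterenol-only wells as full block versus NPY-plus-isoproterenol wells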
S1P4 antagonist – S1P4 receptor antagonists, primary screen, cell-based | Sphingosine 1-phosphate receptor 4 (Homo sapiens), O95977 | S1P4-expressing cells, antagonist mode, reporter read-out | inhibition, % at 4.98 µM | 220,000 tested, 0.26% active; in the data active = inhibition above about 29%;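 also: 0% = wells stimulated with agonist and 100% = vehicle wells without agonist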
Starred values were filed as active, the others as inactive; x = not tested or not shown.

SMILES	S1P4 ag	NPY-Y1 PAM-ag	NPY2 pot ag	CHOP inh	NCF1 inh	BaF3 tox	Ba/F3 V617F tox	NPY-Y1 antag	S1P4 antagonist
COCCOC(=O)C1=C(C)N(c2ccccc2)C(=S)NC1c1ccccc1C(F)(F)F (stereo not given)	1.0	22.4	3.3	11.4	-11.3	5.8	1.4	-0.6	-14.4
N#Cc1ccc(Nc2ccccc2)c(N)c1	-0.7	3.7	-0.7	42.9	-27.7	0.0	-0.1	-3.0	-17.1
Cc1ccc(C(=O)NC(=S)Nc2ccc(-c3cc4ccccc4oc3=O)cc2)c(C)c1	0.1	0.2	0.9	94.8*	1.1	6.6	-2.6	0.5	0.7
COc1ccc(-c2c[n+]3c(n2-c2ccc(C)cc2)CCCCC3)cc1	-0.8	-18.5	36.1	48.0	-1.9	72.7*	93.7*	x	-4.9
O=c1cc2c(nn1Cc1ccc(F)cc1)-c1ccccc1CC2	-3.1	-23.6	-63.2	6.1	28.2	7.0	-4.6	16.9	-12.8
COC(=O)C1CCN(C2CC(=O)N(c3cc(C)cc(C)c3)C2=O)CC1 (stereo not given)	-4.1	-1.7	-13.8	1.6	-2.5	-0.5	-2.2	-1.7	-14.9
Cc1nc2ccccc2c(=O)n1NC(=O)c1c(O)c2c(n(CC(C)C)c1=O)CCCC2	-0.2	-28.0	-9.2	58.6	-17.4	2.4	-1.4	5.6	-1.4
COc1ccc(N2CC(O)=C(c3nc(C)cs3)C2=N)cc1	-0.9	2.4	8.5	18.7	-18.7	-0.5	-0.2	0.4	-11.4
CC/C(=N\NC(=O)CSc1ncccn1)c1ccc2c(c1)OCCO2	-0.4	11.9	-6.5	2.6	-7.7	5.0	-0.4	3.2	-22.3
Cc1cc(C(=O)NNc2ccc(F)cc2F)no1	0.3	25.9	4.2	13.6	3.9	-1.4	-0.5	x	10.7
CCOc1ccc(C(=O)NCC(=O)OCc2cc([N+](=O)[O-])cc3c2OCOC3)cc1OCC	1.9	2.6	1.1	-20.9	-3.8	2.7	-1.1	2.3	-9.8
Cc1ccc(Cl)c2c1NC(=O)C2(O)CC(=O)c1ccc(F)cc1 (stereo not given)	-3.1	17.9	-8.7	61.8	-4.8	8.0	8.1	1.1	11.6
CCCCC(=O)Nc1ccc(C(=O)N2CCCC(C(=O)OCC)C2)cc1 (stereo not given)	2.9	-1.3	10.9	10.6	-7.3	2.7	3.1	-6.4	-11.7
COc1ccc(-c2ccc(C3C(C#N)=C(N)Oc4n[nH]c(C)c43)o2)cc1 (stereo not given)	0.6	10.4	0.1	-37.0	-17.0	5.4	-2.2	-1.6	-6.1
COc1ccc(OC(C)C(=O)N2CCOCC2)cc1 (stereo not given)	2.2	-4.4	14.2	58.8	-8.9	6.3	1.4	3.3	-1.5
Cc1ccc(C(C(=O)NC2CCCCC2)N(C(=O)c2csnn2)C2CC2)o1 (stereo not given)	-1.6	-14.8	9.2	58.1	-8.9	0.3	-2.8	5.2	-4.6
O=C(Nc1ccnc(-c2ccncc2)n1)c1ccccc1Cl	0.7	-2.4	1.9	22.5	-1.1	2.8	2.8	-1.8	-24.3
Cc1c(C#N)c2ccccc2n1CC(=O)NCc1ccccc1	-0.1	-7.0	-10.0	8.4	-5.7	5.1	-0.5	6.2	-16.0
CC(C)C(C(=O)Nc1nccs1)c1ccccc1 (stereo not given)	0.1	0.0	11.4	49.8	-0.8	7.6	2.4	-5.2	-5.2
Cc1onc(-c2c(Cl)cccc2Cl)c1C(=O)N/N=C(\N)COc1ccc(Cl)cc1	0.5	14.1	3.0	22.4	-5.8	5.0	-0.5	0.6	-5.5
O=C(NCc1ccco1)C1CCCN(S(=O)(=O)c2ccc(Br)cc2)C1 (stereo not given)	0.8	4.3	-7.3	8.2	-0.1	-0.2	1.6	2.2	-9.5
O=C(CNC(=S)N(CCCN1CCOCC1)Cc1cccs1)N1CCCC1	2.2	7.6	-8.2	0.7	-7.1	6.3	-0.9	4.6	-3.8
CCOC(=O)CSc1nc2c(c(=O)[nH]c(=O)n2C)n1C/C=C(/C)Cl	0.1	-7.2	15.2	-20.6	-1.6	7.8	3.4	5.3	-12.0
O=C(C1CCN(c2nc3nonc3nc2N2CCCCC2)CC1)N1CCOCC1	-0.6	8.2	0.6	-5.0	-1.9	4.6	0.7	1.5	-18.4
Cn1cc(C(=O)NCc2ccc(F)cc2)c(=O)c2cc(S(=O)(=O)N3CCCCC3)ccc21	0.8	2.0	6.0	24.1	-4.2	0.9	0.9	5.2	-0.3
Following part
SMILES	S1P4 ag	NPY-Y1 PAM-ag	NPY2 pot ag	CHOP inh	NCF1 inh	BaF3 tox	Ba/F3 V617F tox	NPY-Y1 antag	S1P4 antagonist
CCn1nc(C)c(Br)c1-c1nc(-c2cccc(C)c2)no1	0.3	-14.9	-24.7	10.8	-5.6	-0.2	-0.8	x	-12.1
CCc1ccc(/C=C(/C#N)C(N)=S)s1	-0.3	-5.1	2.3	6.3	-9.4	3.3	4.0	-4.5	-1.0
O=C(Nc1ccc(F)cc1)c1ccc(CSc2ccccc2)o1	3.7	1.9	-12.6	-11.5	-4.9	7.0	1.4	3.1	-15.4
CCOCCCNCc1ccc(OC)c(OC)c1	-0.1	0.0	-8.8	3.9	3.7	0.4	-0.1	0.5	-7.8
CCCn1c2ccccc2c2nnc(SCC(=O)Nc3c(C)n(C)n(-c4ccccc4)c3=O)nc21	-1.7	0.2	8.1	26.4	-3.4	1.9	0.6	2.2	-1.0
Cc1ccc(NC(=O)c2sc3nc4c(c(-c5ccco5)c3c2N)CCC4)cc1	-1.0	-8.8	-26.4	43.0	-12.2	0.0	-2.9	-2.1	-15.9
Cc1sc2nc(C(C)C)nc(SCC(=O)N3c4ccccc4CC3C)c2c1C (stereo not given)	1.1	-19.2	4.0	36.5	-13.4	3.9	4.0	2.0	-16.5
CC(=O)N1N=C(c2ccc(C)cc2)OC1c1ccc(Br)cc1 (stereo not given)	3.7	-6.3	-4.8	93.3*	-11.7	5.7	-2.7	6.8	-10.5
CCc1cn(S(=O)(=O)c2ccccc2OC)nc1N	2.2	14.5	10.2	-10.4	-19.8	-0.8	-4.6	3.2	-2.4
COc1cc2[nH]c3c(N4CCN(c5ccccn5)CC4)ncnc3c2cc1OC	0.1	-2.8	-19.6	41.3	-83.5	10.5	2.7	-0.1	6.7
CCOc1cc(CNc2ccc(Br)cc2)cc(Br)c1OCC(=O)NC(C)(C)C	1.7	-29.1	-17.4	31.1	2.7	6.5	3.7	10.2	-10.7
Cc1ccc(S(=O)(=O)NCCSc2ncccn2)cc1	0.6	-6.1	-16.4	28.8	-12.9	7.8	-0.1	9.2	6.4
c1ccc2oc(C3=NNC(=NC4CC4)SC3)cc2c1	-0.3	-16.1	9.3	53.3	-20.8	9.7	0.0	17.9	-11.6
COc1ccccc1/C=[N+](\[O-])C1SC(=S)N(C)C1(C)C (stereo not given)	3.5	0.4	-28.6	-0.6	-2.8	-1.1	-2.3	x	-5.9
COc1ccc(CCNC(=O)Cn2c(=O)n(Cc3ccco3)c(=O)c3ccc(Cl)cc32)cc1OC	0.2	11.7	-0.7	13.7	-8.8	5.2	1.5	1.9	-15.0
O=c1oc2ccccc2c2[nH]ccc12	-0.5	1.9	2.8	9.4	-14.2	4.4	3.2	1.2	-4.6
CCOC(=O)NNc1ccc(C(F)(F)F)cn1	1.4	6.5	2.1	-1.5	-7.1	-2.9	-4.4	x	6.5
O=C(COc1ncnc2cc([N+](=O)[O-])ccc12)NCc1ccc2c(c1)OCO2	-1.4	-23.2	-18.9	3.2	0.8	3.0	0.2	7.1	-15.3
COc1ccc(N2CCN(c3nc(Nc4ccc(C)c(F)c4)nc(N4CCCC4)n3)CC2)cc1	1.2	5.9	14.7	-3.0	1.2	4.7	-1.2	-0.7	-9.3
Cn1c(=O)n(C)c2cc(/C=N/n3cnnc3)ccc21	-1.0	-1.4	-12.9	15.2	-8.4	2.9	1.2	-4.4	-11.3
O=C(COC(=O)/C=C/c1cccs1)Nc1ccc2ccccc2c1	-0.2	-24.3	-2.0	32.2	-19.1	5.1	1.0	13.8	-15.0
O=C(CN1CCN(C(=O)c2ccco2)CC1)Nc1c2c(nc3c1CCC3)CCCC2	0.5	-7.0	-8.9	-3.4	-11.1	0.2	3.2	-8.1	-5.8
COc1ccc(C/C(N)=N/OC(=O)c2cccs2)cc1	0.8	-2.4	-16.4	-0.3	-1.1	10.3	6.2	2.2	-10.7
NC(=O)C1CCN(C(=S)NC2CC3C=CC2C3)CC1 (stereo not given)	-1.2	9.8	6.6	26.0	-5.2	0.6	-0.5	x	3.2
O=c1oc2ccccc2nc1/C=C(\O)c1ccccc1	1.9	-17.9	-8.4	17.5	-13.2	2.8	-3.9	x	3.3
Following part
SMILES	S1P4 ag	NPY-Y1 PAM-ag	NPY2 pot ag	CHOP inh	NCF1 inh	BaF3 tox	Ba/F3 V617F tox	NPY-Y1 antag	S1P4 antagonist
COc1cc2c(cc1OC)CN(C(=O)CC1CC3CCC1C3)CC2 (stereo not given)	0.8	4.4	-15.7	17.8	-1.8	8.2	0.4	-3.6	-6.0
CSCCC(NS(=O)(=O)c1ccc(Cl)c(Cl)c1)C(=O)O (stereo not given)	0.6	-26.0	-19.3	10.7	7.5	8.9	-2.2	8.6	-13.2
Cn1c(=O)c2c(nc(N/N=C/c3ccc(OC(=O)c4ccco4)cc3)n2Cc2ccc(F)cc2)n(C)c1=O	2.4	18.5	7.2	32.3	9.1	6.3	0.2	-1.6	-0.3
CCOC(=O)C(NC(=O)Nc1ccc(C(N)=O)cc1)(c1ccccc1)C(F)(F)F (stereo not given)	1.3	-13.1	-4.0	-9.7	-1.2	1.8	-3.1	5.0	-13.5
COc1cc(C2C(C#N)=C(N)Oc3n[nH]c(-c4cccnc4)c32)cc(Br)c1O (stereo not given)	2.4	9.5	-10.5	-2.1	-48.3	5.0	-3.2	-3.6	1.3
COCCNC(=O)c1ccc2c(c1)ncn2-c1ccc(F)c(F)c1	-1.3	-22.4	-12.6	2.9	-6.3	9.0	4.1	5.7	-9.7
Cc1nc(C(C)NC(=O)CCc2nnc(CCCc3ccccc3)o2)c(C)s1 (stereo not given)	-0.2	-12.6	-3.2	-13.3	6.4	1.6	0.0	1.2	-7.2
Clc1ccc(SCc2nc3ccccc3[nH]2)cc1	0.8	-9.1	-3.1	-27.1	-20.3	3.5	0.4	3.5	1.6

Among those listed so far, these contain a nitro group on carbon.
SMILES	S1P4 ag	NPY-Y1 PAM-ag	NPY2 pot ag	CHOP inh	NCF1 inh	BaF3 tox	Ba/F3 V617F tox	NPY-Y1 antag	S1P4 antagonist
CCOc1ccc(C(=O)NCC(=O)OCc2cc([N+](=O)[O-])cc3c2OCOC3)cc1OCC	1.9	2.6	1.1	-20.9	-3.8	2.7	-1.1	2.3	-9.8
O=C(COc1ncnc2cc([N+](=O)[O-])ccc12)NCc1ccc2c(c1)OCO2	-1.4	-23.2	-18.9	3.2	0.8	3.0	0.2	7.1	-15.3

Bioassay records from PubChem BioAssay.
